sEH act – activators of human soluble epoxide hydrolase | P34913 | AID 717 | activation, % at 2 µM | 91,000 compounds, 0.04% hits | purified human sEH enzymatic activity, activator screen; in the data active = activation above about 37%; also: values of inactives mirror those of a sister screen read the other way
Target sequence (P34913 whole entry, looked up): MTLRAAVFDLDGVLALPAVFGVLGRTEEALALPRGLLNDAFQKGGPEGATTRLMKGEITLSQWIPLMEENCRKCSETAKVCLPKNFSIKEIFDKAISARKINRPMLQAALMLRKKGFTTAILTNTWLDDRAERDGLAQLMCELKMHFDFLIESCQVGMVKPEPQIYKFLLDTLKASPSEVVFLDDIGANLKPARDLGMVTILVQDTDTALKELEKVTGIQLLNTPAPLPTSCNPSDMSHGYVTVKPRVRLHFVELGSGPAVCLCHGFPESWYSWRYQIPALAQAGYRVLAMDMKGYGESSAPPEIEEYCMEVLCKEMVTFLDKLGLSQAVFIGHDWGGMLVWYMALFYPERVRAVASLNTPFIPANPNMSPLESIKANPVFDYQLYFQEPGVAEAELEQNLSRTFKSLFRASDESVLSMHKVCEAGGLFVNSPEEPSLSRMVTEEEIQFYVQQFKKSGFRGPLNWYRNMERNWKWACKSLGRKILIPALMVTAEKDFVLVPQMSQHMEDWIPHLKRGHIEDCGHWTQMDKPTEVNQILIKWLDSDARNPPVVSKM
Candida biofilm – kills Candida albicans biofilms; inhibition, % at 6 µM; C. albicans biofilm + clotrimazole, Alamar Blue; AID 834; 85,000 compounds, 0.14% hits;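 active = inhibition above 20%; inactive = inhibition below 20%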;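 also: preformed 24 hr biofilms exposed to compound for 48 hr; 0% = biofilm without compound and 100% = blank killed by clotrimazole plus chlorhexidine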
ERb SRC1 inh – blocks coactivator binding to human estrogen receptor beta | Q92731 | TR-FRET ER-beta LBD / SRC1-Cy5 peptide binding; receptor agonist-loaded with 1 µM estradiol | inhibition, % at 25.6 µM | 86,000 compounds, 1.3% hits | AID 633;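 active = compounds whose percent inhibition of the receptor-coactivator binding signal exceeds about 50% in the single-dose screen, limit read from the data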;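 also: 0% = receptor plus peptide wells without compound and 100% = peptide-only wells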
CD11b adhes enh – CD11b/CD18-fibrinogen binding enhancement; P05107+P11215; K562 CD11b/CD18 adhesion to fibrinogen, ATPlite luminescence; activation, % at 10 µM; 93,000 compounds, 0.07% hits;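 active = 10 µM primary screen giving 50% or more activity, confirmed by 40% or more on retest at that dose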; also: strong numbers were not always called active; reference of the scale not given here
Smad3 FoxH1 inh – blocks human Smad3 binding to FoxH1 peptide; P84022; TR-FRET Smad3/Dy647-FoxH1 peptide binding, europium anti-His; AID 630; inhibition, % at 25 µM; 88,000 compounds, 0.29% hits;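 active = compounds that reduce the energy-transfer binding signal between the protein and its labelled peptide by more than half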;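 also: 0% = Smad3 plus labelled peptide maximal FRET and 100% = peptide-only background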
Target sequence (P84022 whole entry, looked up): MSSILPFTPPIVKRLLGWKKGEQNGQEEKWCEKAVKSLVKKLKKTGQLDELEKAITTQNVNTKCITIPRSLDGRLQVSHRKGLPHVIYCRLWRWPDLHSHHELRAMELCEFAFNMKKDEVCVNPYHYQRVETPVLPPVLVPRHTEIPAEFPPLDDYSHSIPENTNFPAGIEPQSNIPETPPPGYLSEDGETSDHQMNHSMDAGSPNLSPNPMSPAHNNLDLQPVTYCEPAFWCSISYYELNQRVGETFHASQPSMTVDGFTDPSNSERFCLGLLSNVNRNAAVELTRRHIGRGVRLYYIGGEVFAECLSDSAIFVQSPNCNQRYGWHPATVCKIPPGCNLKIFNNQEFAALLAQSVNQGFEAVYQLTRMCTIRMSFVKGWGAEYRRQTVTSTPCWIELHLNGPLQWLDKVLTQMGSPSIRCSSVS
sEH inh – soluble epoxide hydrolase (human) inhibition. recombinant human sEH enzymatic activity assay. inhibition, % at 2 µM. 91,000 compounds, 0.34% hits. AID 707; in the data active = inhibition above about 80%; also: values of inactives mirror those of a sister screen read the other way; many of its hits are not listed in these tables
Mac1 fbg inh – CD11b/CD18-fibrinogen binding inhibition | P05107+P11215 | K562 CD11b/CD18 adhesion to fibrinogen, ATPlite luminescence; Mn2+ added to activate the integrin | inhibition, % at 10 µM | 93,000 compounds, 0.54% hits | AID 1497;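 active = primary inhibition of 50% or more at 10 µM, then 40% or more on retest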; also: some results filed as inactive read as strong as hits
MT1-MMP txn act – activates MT1-MMP transcription; HT1080 MT1-MMP promoter luciferase reporter, luminescence, overnight; stronger effect = higher value; activation factor at 10 µM; 86,000 compounds, 0.16% hits; AID 750;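 active = activation factor of at least 2 for MT1-MMP transcription at 10 µM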
ERa SRC1 pot – enhances coactivator binding to human estrogen receptor alpha; TR-FRET ERalpha-LBD/SRC-Cy5 coactivator binding, 2 h; 100 = basal binding, no effect; 86,000 compounds, 1.3% hits; coactivator binding (% of control), % at 25.6 µM; in the data active = activity above about 200%;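 also: binding measured in presence of low estradiol as agonist stimulus; 0% = peptide alone without receptor and 100% = receptor with peptide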
* hit, by the source's call; . = no result given; & = joins results of further samples; [ ] = another dose, or the depositor's remark. Only part of the results is shown, so the mix of outcomes need not match the whole.

SMILES | sEH act | Candida biofilm | ERb SRC1 inh | CD11b adhes enh | Smad3 FoxH1 inh | sEH inh | Mac1 fbg inh | MT1-MMP txn act | ERa SRC1 pot
Cn1c(CCc2ccccc2)nnc1SCC(=O)N1CCOCC1 | -1.5 | 4.7 | -3.4 | . | -8.3 | 4.9 | . | 1.1 | 104.2
Cn1nc(C(=O)Nc2cccc(C(F)(F)F)c2)c2ccccc2c1=O | 9.3 | . | . | 2.8 | . | -9.7 | 1.4 | . | .
CCOC(=O)c1ccc(NCc2ccc3c(c2)OCO3)cc1 | 3.7 | -2.9 | -1.2 | -3.1 | 8.1 | -4.0 | -8.1 | 1.1 | 98.6
CCOC(=O)c1c(OCC)[nH]c2c1cc(O)c1ccccc12 | 3.8 | 5.1 | 99.1*[fluorescence artefact?] | -0.5 | 3.5 | -3.0 | 5.4 | 1.1 | 68.1[fluorescence artefact?]
CCCCCOC(=O)c1ccc(NC(=O)c2ccco2)cc1 | -11.0 | 3.8 | -0.2 | 0.0 | -9.9 | 11.0 | 27.6 | 1.2 | 110.9
O=C(CN(C1CCCCC1)S(=O)(=O)c1ccc(F)cc1)NC1CC1 | 5.1 | 3.8 | -2.9 | -3.1 | -5.2 | -6.4 | 8.6 | 1.1 | 83.2
CCCc1cc(=O)[nH]c(SCC(=O)Nc2ccc(OC(F)F)cc2)n1 | -5.3 | 7.1 | -4.1 | -1.7 | -2.0 | 7.3 | -1.2 | 1.2 | 118.3[fluorescence artefact?]
COCCCn1c(Cc2csc(Nc3ccccc3)n2)nnc1SCC(N)=O | -3.4 | 3.0 | -2.2 | . | 15.3[fluorescence artefact?] | 3.1 | . | 1.3 | 120.6
CCOc1ccc(-c2csc(N)c2C(=O)OC)cc1 | 1.1 | 11.7 | 5.3 | -2.4 | -0.7 | -0.8 | 9.6 | . | 71.8
COc1ccc(N(C(=O)Nc2ccc(Cl)cc2)C2=NCCC2)cc1 | 6.2 | 5.8 | 2.8[fluorescence artefact?] | -0.5 | 3.6 | -7.6 | 11.1 | 1 | 106.7
COc1ccc(CC(=O)N2CC3(C)CC2CC(C)(C)C3)cc1OC (stereo unspecified) | 7.4 | 6.8 | 1.3 | 3.5 | 6.8 | -7.9 | 11.3 | 0.9 | 100.2
COC(=O)c1ccc(NC(=O)CSC2=Nc3ccccc3C3CC=NN23)cc1 (stereo unspecified) | -20.0 | . | . | -1.0 | . | 19.3 | 2.5 | . | .
COc1ccccc1-c1nnc(NC(=O)c2ccc(S(=O)(=O)N(C)C)cc2)o1 | -12.0 | 9.4 | 46.9 | -4.0 | 12.0 | 12.4 | -13.5 | 1.3 | 102.0
CCOCCCNC(=O)CN1CCN(c2ccc(F)cc2)CC1 | 12.1 | 3.8 | -3.6 | -3.1 | 9.2[fluorescence artefact?] | -13.6 | -22.6 | 1 | 96.1
O=C(CSC1=NCCS1)NC1CCCCC1 | -2.0 | 6.6 | -2.4 | -2.8 | -1.1 | 0.2 | -7.9 | 1.1 | 132.1
CCc1ccc(/C=C/C(=O)c2cc(Br)ccc(=O)c2O)cc1 | 17.0 | . | . | -6.0 | . | -14.5 | 73.9* | . | .
COc1ccccc1C(=O)N1CCN(c2cccc(C(F)(F)F)c2)CC1 | -0.5 | 1.8 | -2.9 | 0.2 | 4.2 | 1.1 | 11.5 | 0.5 | 87.6
c1ccc(CSCCc2ccncc2)cc1 | 4.6 | 2.5 | -22.0 | -1.3 | -6.8&4.5 | -3.7 | -0.3 | 1.1 | 107.3
Cc1nnc(SCc2ccc(C(=O)O)cc2)s1 | 6.6 | 5.4 | 3.0 | 2.2 | 8.0 | -8.1 | -0.5 | 1.1 | 102.7[fluorescence artefact?]
O=C(NCCC1=CCCCC1)C1CCN(c2nnc(-n3cccc3)s2)CC1 | . | 0.2 | -8.3[fluorescence artefact?] | -0.2 | -4.8[fluorescence artefact?] | . | 7.8 | 1 | 101.6[fluorescence artefact?]
CC(C)Sc1nc(N2CCOCC2)c2c(c1C#N)CC(C)(C)SC2 | . | 2.6 | -4.3 | -1.9 | 8.4 | . | 6.0 | 0.9 | 91.9
CCN(CC)S(=O)(=O)c1cccc(C(=O)OCC(=O)c2ccc3c(c2)NC(=O)CO3)c1 | 3.5 | . | . | -5.7 | . | -1.1 | 7.3 | . | .
CCn1c(SCC(=O)c2[nH]c(C)c(C(C)=O)c2C)nnc1-c1ccncc1 | -2.6 | 6.3 | 8.4[fluorescence artefact?] | 1.2 | -3.7 | 0.8 | -5.4 | 1.1 | 57.8[fluorescence artefact?]
CCC(C)NC(=O)c1cnn2c(C)c3c(nc12)CCCC3 (stereo unspecified) | -7.6 | 7.9 | -0.6[fluorescence artefact?] | . | 3.7 | 7.8 | . | 1 | 93.3
COc1ccc(-c2c(N)nnc3c2[nH]c2ccccc23)cc1OC | . | 3.5 | -2.5 | -1.6 | 13.7 | . | 1.0 | 0.9 | 92.4
CCOc1cc(/C=N/NC(=O)CN2CCOCC2)ccc1OCc1ccc(Cl)cc1 | -3.0 | . | . | -3.6 | . | 6.1 | -26.3 | . | .
N=c1c2c3c(sc2ncn1CCCO)CCCC3 | -8.8 | -3.1 | 1.1 | -4.3 | 1.4 | 9.4 | -3.5 | 1 | 93.9
CCC(=O)c1ccc(OCC(O)CN2CCCCC2)cc1 (stereo unspecified) | 4.9 | 6.3 | -9.5 | . | -1.4 | -2.0 | . | 1.1 | 128.0
CCOC(=O)C(/C=C(\C#N)C(=O)OCC)=C(/N)N1CCN(c2ccccc2)CC1 | 6.9 | 6.7 | -6.6 | -6.5 | 4.4 | -5.4 | 0.3 | . | 109.5[fluorescence artefact?]
CCc1nc(N2CCOCC2)c(C#N)c2c1COC(C)(C)C2 | -5.9 | 3.8 | -4.1 | -1.2 | -4.5 | 5.4 | -7.2 | 1 | 101.3
Cc1cccn2cc(CCNC(=O)c3ccc(Br)o3)nc12 | 6.8 | -6.2 | 1.2 | -3.5 | 9.8 | -7.6 | 1.0 | 1.1 | 93.5
CS(=O)(=O)N1CCN(c2ccc(NC(=O)C(c3ccccc3)c3ccccc3)cc2)CC1 | -43.7 | 6.4 | -28.3 | . | 10.5 | 46.4 | . | 1.2 | 89.8
COC(=O)c1ccccc1NC(=O)CC(NCc1ccccc1)C(=O)O (stereo unspecified) | -1.0 | 6.1 | -16.4 | . | 10.0 | 3.3 | . | 1.1 | 115.4
O=[N+]([O-])c1ccc([C@H](O)[C@H](CO)N=Cc2ccccc2O)cc1 | 15.9 | 9.1 | -12.8 | -1.9 | -13.9 | -16.6 | -11.6 | 1 | 94.4
C=CCn1c(SCC(=O)NCc2ccccc2)nnc1-c1ccccc1O | 6.3 | 5.3 | 2.9 | 2.6 | -3.0 | -1.1 | 1.0 | 1.2 | 112.1
CCOC(=O)c1c(C)sc2c1N(C(=O)CN(CC)CC)c1cc(Cl)ccc1S2 | 6.9 | 6.2 | -5.7 | 4.3 | 4.7 | -5.9 | -14.6 | 1.1 | 109.0[fluorescence artefact?]
COc1ccc2c(c1)S/C(=C\C(=O)c1ccncc1)N2C | 0.5 | 9.2 | 32.6[fluorescence artefact?] | -1.0 | -3.3 | -0.5 | -6.8 | 1.4 | 55.7[fluorescence artefact?]
COc1ccccc1CNC(=O)c1ccc(CS(=O)(=O)c2ccccc2OC)o1 | -12.4 | -1.1 | 3.0 | -3.1 | -3.2 | 14.2 | 1.5 | 1.1 | 109.3[fluorescence artefact?]
O=C(CSc1nccn1-c1ccc(Cl)cc1)NCc1ccc2c(c1)OCO2 | 3.6 | 9.0 | -6.8[fluorescence artefact?] | 4.7 | -18.9 | 0.1 | -2.3 | 1 | 105.0
CCOC(=O)CCC(=O)N1CCOCCOCCOCC1 | -4.1 | -1.9 | -5.7 | -3.1 | -14.6 | 5.9 | -1.0 | 0.8 | 110.3
COc1ccc(-c2nn(-c3ccccc3)cc2CO)cc1OC | . | 2.9 | -1.1 | -2.5 | 5.5 | . | 3.0 | 1.1 | 116.5
O=C(CCl)N(c1ccccc1)c1c[nH]c2ccccc12 | -1.6 | 4.4 | -12.2 | -3.7 | -1.3 | 5.1 | 10.8 | 0.2 | 107.6[fluorescence artefact?]
Cc1cccc(C)c1OC(=O)CSc1nnc(-c2ccccc2O)o1 | -3.2 | 0.4 | 9.8 | -1.5 | 21.9[fluorescence artefact?] | 1.4 | 2.9 | 1.1 | 138.4
O=C(CN(C(=O)CNS(=O)(=O)c1ccccc1)C1CCCC1)NCc1ccco1 | . | 9.7 | -2.7 | -1.2 | 2.6 | . | -6.8 | 1.1 | 103.9
Cc1ccc(-c2nnc(SCC(=O)N3CCCC3)o2)cc1 | 6.1 | 6.6 | -5.9 | -1.4 | -3.5 | -7.5 | -10.7 | 1.3 | 115.3
CC(C(N)=O)N1C(=O)C2C3C=CC(C3)C2C1=O (stereo unspecified) | -2.7 | 5.1 | -11.6[fluorescence artefact?] | 1.2 | 5.2 | 5.4 | -6.8 | 1.1 | 90.4
COc1ccccc1CNC(=O)CSc1nc(N)c(C#N)c(-c2cccs2)c1C#N | . | 6.3 | 3.7 | . | -3.9 | . | . | 1.1 | 129.8
Cc1ccc2c(CN3C(=O)NC4(CCCCC4)C3=O)cc(=O)oc2c1C | . | -1.1 | 8.0 | 0.8 | 11.1 | . | -13.5 | 1 | 126.4
CCOC(=O)C1CCN(C(=O)CNS(=O)(=O)c2ccc(Br)s2)CC1 | . | 5.0 | -9.2 | 5.2 | 8.6 | . | -2.9 | 1.3 | 111.5
CCOC(=O)c1ccc(NS(=O)(=O)CC)cc1 | -0.5 | -1.6 | -9.9 | -3.8 | -4.4 | 4.7 | -0.3 | 1 | 62.8
Additional structures follow:
SMILES | sEH act | Candida biofilm | ERb SRC1 inh | CD11b adhes enh | Smad3 FoxH1 inh | sEH inh | Mac1 fbg inh | MT1-MMP txn act | ERa SRC1 pot
O=C(Nc1cccnc1)c1cnn2c(C(F)F)cc(C3CC3)nc12 | 11.1 | 8.9 | -10.7 | 0.1 | 1.2 | -11.1 | 5.9 | 1 | 124.2
CCOc1cc(C(=O)Nc2ccc(S(=O)(=O)N3CCOCC3)cc2)cc(OCC)c1OCC | -7.1 | -4.8 | 3.3 | 1.9 | 3.2 | 8.5 | 1.5 | 1.1 | 107.1
CCOc1ccccc1Oc1c(C)oc2c(CN3CCN(C)CC3)c(O)ccc2c1=O | -4.2 | 5.0 | -3.6 | -2.0 | 1.5 | 7.3 | -11.9 | 1.1 | 122.1
Cc1cc(C)c(S(=O)(=O)O)c(C)n1 | . | 5.6 | 12.7[fluorescence artefact?] | -1.0 | 2.8 | . | 2.3 | 1.1 | 80.1
COc1cccc(Nc2nnc(SCn3nnc4ccccc4c3=O)s2)c1 | 0.1 | 7.8 | 8.8[fluorescence artefact?] | -0.5 | 13.3[fluorescence artefact?] | -0.2 | 0.1 | 1.1 | 95.5
COc1cccc(NC(=O)N[C@@H](Cc2ccccc2)C(=O)O)c1 | -3.0 | 8.7 | 0.5 | 0.0 | -7.2[fluorescence artefact?] | 3.1 | 4.1 | 1.1 | 114.5

Three structures already listed, sorted by molecular weight, smallest number first.
SMILES | sEH act | Candida biofilm | ERb SRC1 inh | CD11b adhes enh | Smad3 FoxH1 inh | sEH inh | Mac1 fbg inh | MT1-MMP txn act | ERa SRC1 pot
Cc1cc(C)c(S(=O)(=O)O)c(C)n1 | . | 5.6 | 12.7[fluorescence artefact?] | -1.0 | 2.8 | . | 2.3 | 1.1 | 80.1
COc1cccc(Nc2nnc(SCn3nnc4ccccc4c3=O)s2)c1 | 0.1 | 7.8 | 8.8[fluorescence artefact?] | -0.5 | 13.3[fluorescence artefact?] | -0.2 | 0.1 | 1.1 | 95.5
CCOc1ccccc1Oc1c(C)oc2c(CN3CCN(C)CC3)c(O)ccc2c1=O | -4.2 | 5.0 | -3.6 | -2.0 | 1.5 | 7.3 | -11.9 | 1.1 | 122.1

Assay outcomes as filed in PubChem.
